# KB-V1 cytotox: qHTS assay for MDR1-selective chemotherapeutics: Primary screen using the drug-selected MDR subline cells KB-V1; KB-V1 MDR cells viability, CellTiter-Glo, 72 h; Potency, µM (series often up to 46.1 µM), for inactives: at the highest dose activity change, negative = cytotoxicity, hits mostly cytotoxic; 400,000 compounds, 3.4% hits; note: potency is the fitted concentration of half-maximal effect; % is set by controls: 0 for no effect and ±100 for the full control effect; nearly all actives have a fitted effect of over 60% in size
#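 Cytotoxicity via CellTiter-Glo luminescence after 72 h compound exposure at 37 degrees C. Cells: drug-selected KB-V1 line, DMEM phenol-red free plus 10% FBS. Compounds tested at multiple concentrations; normalized data fitted to concentration-effect curves.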
# HT1080NT lethal: qHTS for induction of synthetic lethality in tumor cells producing 2HG: qHTS for the HT-1080-NT fibrosarcoma cell line; AID 686970, 2013; Potency, µM (highest dose often 46.1 µM), for inactives: at the highest dose activity, negative = less viability, actives largely listed as cytotoxic; HT-1080-NT fibrosarcoma viability, CellTiter-Glo ATP luminescence, 48 h; 360,000 compounds, 1.6% hits;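 note: NT is the 2HG producing partner of a matched IDH1 knockdown line; potency is the fitted concentration of half-maximal effect; 0% = DMSO-treated cells and -100% = media-only wells without cells; nearly all actives have a fitted effect of over 55% in size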
#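 A 48-hour cytotoxicity screen used HT-1080-NT cells plated 2 hours before compound delivery. ATP-based CellTiter-Glo luminescence measured viability, normalized to DMSO and no-cell controls.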
# HT1080 IDH1KD tx: qHTS for induction of synthetic lethality in tumor cells producing 2HG: qHTS for the HT-1080-IDH1KD cell line; HT-1080 IDH1 knockdown viability, ATP luminescence, 48 h; Potency, µM (series often up to 46.1 µM), for inactives: top-dose activity, negative = toxicity, usual class: cytotoxic; 360,000 compounds, 2% hits; AID 686971, 2013;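 note: potency is the fitted concentration of half-maximal effect; 0% = DMSO wells and -100% = cell-free medium wells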
#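 CellTiter-Glo luminescence after 48 h compound exposure at 37 degrees C of IDH1-knockdown HT-1080 cells in 5% FBS RPMI. %Activity scaled between DMSO wells and cell-free media wells, with curves fitted and assigned curve classes.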
# SW480 rereplic: A quantitative high throughput screen for small molecules that induce DNA re-replication in SW480 colon adenocarcinoma cells | Potency, µM (highest dose often 46.1 µM), inactives show at the highest dose re-replication activation, actives largely listed as activators | SW480 DNA re-replication, Hoechst DNA content imaging, 48 h | 340,000 compounds, 1.8% hits; note: potency is the fitted concentration of half-maximal effect; % of control where 0% means no effect; nearly all actives have a fitted effect of over 55% in size
#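 250 cells/well; 23 nL cpd via pin tool; 48 hr, 37 C, 5% CO2; Hoechst 40 min; imager read of total nuclear intensity, ex 405/em 500-530 nm.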
# ATXN2 expr inh: Primary qHTS for Inhibitors of ATXN expression; HEK-293 ATXN2-luciferase reporter, luminescence, 24 h; Potency, µM (top dose mostly 57 µM), for the others: at the highest dose activity change, negative = inhibition, actives largely listed as inhibitors; AID 1745845, 2022; 360,000 compounds, 0.72% hits; note: potency is the fitted concentration of half-maximal effect; % is set by controls: 0 for no effect and ±100 for the full control effect; nearly all actives have a fitted effect of over 55% in size
#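 qHTS (up to 57 uM final) was run with 24 h compound exposure of reporter cells at 37 °C. Each well was multiplexed: SteadyGlo luminescence measured ATXN2-luciferase expression after a fluorogenic Gly-Phe-AFC viability readout (25 uM final).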
# WRN inhibitor: qHTS for Inhibitors of WRN Helicase; Bifunctional 3'-5' exonuclease/ATP-dependent helicase WRN (Homo sapiens), Q14191; WRN helicase unwinding, fluorescent forked duplex, kinetic; Potency, µM (highest dose often 114 µM), without a hit: top-dose activity change, negative = inhibition, most hits filed as inhibitors; 360,000 compounds, 0.46% hits; AID 651768, 2012; note: potency is the fitted concentration of half-maximal effect; % is set by controls: 0 for no effect and ±100 for the full control effect; nearly all actives have a fitted effect of over 55% in size
# Target sequence (Q14191 whole entry, looked up): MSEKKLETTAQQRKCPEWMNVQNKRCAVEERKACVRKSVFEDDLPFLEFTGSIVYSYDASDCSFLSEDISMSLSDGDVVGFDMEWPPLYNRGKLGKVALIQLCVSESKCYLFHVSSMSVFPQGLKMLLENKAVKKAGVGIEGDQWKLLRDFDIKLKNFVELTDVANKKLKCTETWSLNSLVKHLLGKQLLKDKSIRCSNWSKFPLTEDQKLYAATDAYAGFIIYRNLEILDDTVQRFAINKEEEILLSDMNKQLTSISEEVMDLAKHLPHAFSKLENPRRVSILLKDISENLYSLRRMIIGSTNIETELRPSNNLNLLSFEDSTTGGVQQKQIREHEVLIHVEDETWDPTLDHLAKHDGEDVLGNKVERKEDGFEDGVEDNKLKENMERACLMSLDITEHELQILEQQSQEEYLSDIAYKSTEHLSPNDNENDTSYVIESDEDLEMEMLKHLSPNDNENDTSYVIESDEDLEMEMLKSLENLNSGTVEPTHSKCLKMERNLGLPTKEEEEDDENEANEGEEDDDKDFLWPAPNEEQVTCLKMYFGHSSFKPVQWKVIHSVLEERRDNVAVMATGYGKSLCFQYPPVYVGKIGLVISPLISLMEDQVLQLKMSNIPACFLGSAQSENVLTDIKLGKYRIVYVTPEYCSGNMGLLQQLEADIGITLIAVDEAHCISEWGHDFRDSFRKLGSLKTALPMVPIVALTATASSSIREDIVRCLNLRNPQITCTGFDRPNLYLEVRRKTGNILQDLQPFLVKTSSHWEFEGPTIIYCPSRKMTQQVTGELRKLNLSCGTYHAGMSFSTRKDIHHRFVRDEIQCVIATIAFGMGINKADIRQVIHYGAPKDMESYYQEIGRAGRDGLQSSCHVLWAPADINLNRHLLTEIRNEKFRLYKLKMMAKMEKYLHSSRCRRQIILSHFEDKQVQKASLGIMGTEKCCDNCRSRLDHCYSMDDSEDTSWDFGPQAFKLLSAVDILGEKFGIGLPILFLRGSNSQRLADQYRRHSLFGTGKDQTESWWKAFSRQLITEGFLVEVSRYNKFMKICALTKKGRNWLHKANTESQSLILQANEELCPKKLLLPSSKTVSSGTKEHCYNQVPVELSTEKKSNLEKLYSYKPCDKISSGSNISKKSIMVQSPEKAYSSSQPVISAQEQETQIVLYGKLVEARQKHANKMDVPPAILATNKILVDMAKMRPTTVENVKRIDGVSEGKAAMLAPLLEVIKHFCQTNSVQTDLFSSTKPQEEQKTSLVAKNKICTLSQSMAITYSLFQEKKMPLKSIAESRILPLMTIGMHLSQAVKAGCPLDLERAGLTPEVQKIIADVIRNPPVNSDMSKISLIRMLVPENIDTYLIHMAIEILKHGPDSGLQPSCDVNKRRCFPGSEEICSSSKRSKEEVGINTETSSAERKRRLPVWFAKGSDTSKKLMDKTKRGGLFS
#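 WRN at 20 nM final preincubated with compound 15 min at room temperature; reaction started with 100 nM fluorophore/quencher forked duplex oligonucleotide and 2 mM ATP final. Unwinding followed kinetically by red fluorescence (ex 525, em 598 nm).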
# IL-1B inflam inh: qHTS for Inhibitors of Inflammasome Signaling: IL-1-beta AlphaLISA Primary Screen | THP-1 LPS/ATP IL-1B secretion, AlphaLISA, 16 h; stronger effect = lower value | activity change, % at 57.5 µM | 360,000 compounds, 4.7% hits | AID 743279, 2014; in the data active = activity change below about -50%; inconclusive = mostly about -30% to -49%; note: % is set by controls: 0 for no effect and ±100 for the full control effect
#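 THP-1 cells pretreated 1 hr with compounds (up to 57.5 uM final), then stimulated with LPS (250 ng/mL final) plus ATP (1.25 mM final); secreted IL-1B measured by AlphaLISA after 16 hr, decreased signal indicating inhibition.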
# KB-3-1 cytotox: qHTS assay for MDR1-selective chemotherapeutics: Primary screen using the parental adenocarcinoma cell KB-3-1; KB-3-1 viability, CellTiter-Glo ATP luminescence, 72 h; Potency, µM (series often up to 46.1 µM), for the others: at the top dose activity change, negative = cytotoxic, hits mostly cytotoxic; 400,000 compounds, 1.4% hits; AID 1347075, 2019; note: potency is the fitted concentration of half-maximal effect; % is set by controls: 0 for no effect and ±100 for the full control effect; nearly all actives have a fitted effect of over 60% in size
#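 Here the drug-naive KB-3-1 line serves as comparator for MDR sub-line selectivity; cells received compound titrations, 72 h at 37 °C, then CellTiter-Glo readout.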
# MCF10A rereplic: A quantitative high throughput screen for small molecules that induce DNA re-replication in MCF 10a normal breast cells; MCF 10A DNA re-replication, Hoechst nuclear intensity, 48 h; Potency, µM (top dose mostly 46.1 µM), for the others: at the top dose activity, positive = re-replication, actives largely listed as activators; 350,000 compounds, 2.9% hits; AID 624296, 2012; note: potency is the fitted concentration of half-maximal effect; % of control where 0% means no effect; nearly all actives have a fitted effect of over 50% in size
# An asterisk follows results filed as active; i = inactive; ? = inconclusive; nt = not tested or not shown; [ ] = dose if it differs, or a comment. Unless noted, calls come from the whole dose curve; as a rule, active = well fitted curve in the direction sought with a large enough effect; inconclusive = small, poorly fitted or top-dose-only effect, or another doubt; inactive = no such curve, though single readings can be large; an effect the other way counts as inactive or inconclusive.
SMILES,KB-V1 cytotox,HT1080NT lethal,HT1080 IDH1KD tx,SW480 rereplic,ATXN2 expr inh,WRN inhibitor,IL-1B inflam inh,KB-3-1 cytotox,MCF10A rereplic
CC(C)(C)n1ncc2c(=O)n(CC(=O)N3CCCc4ccccc43)cnc21,-19.4%,-1.5%,2.0%,-3.7%,6.1%,2.3%,10.9,0.3%,1.5%
CCCCOc1ccc(NC(=O)CCSc2nccn2C)cc1,-8.7%,2.0%,-19.7%,-3.8%,19.0%,2.8%,-17.6,2.6%,0.3%
O=C(Nc1ccc(N2CCOCC2)cc1)C1=NN(c2ccccc2)C(=O)CC1,3.1%,-1.1%,-0.4%,-3.5%,13.3%,2.7%,2.3,-2.6%,-0.1%
COc1cccc(C(=O)NC2CC3CCCC(C2)N3CC(=O)Nc2ccc(N(C)C)cc2)c1 (centres undefined),-20.4%,1.7%,-1.8%,-0.2%,-24.0%,5.3%,32.6,3.3%,6.7%
O=C(NC1CC1)C1CCN(C2CCN(C(=O)Cc3ccc4c(c3)OCO4)CC2)CC1,?,23.5%,17.4%,-11.0%,-2.8%,8.9%,13.3,9.4%,4.4%
CC(=C\C(=O)O)/C(=C/c1ccc(C)o1)C(=O)O,0.4%,0.3%,-16.8%,-2.6%,5.1%,-18.0%[11.6 µM],3.1,11.5%,-1.0%
COc1cccc(CN(C)Cc2cc(=O)oc3cc(O)c(Cl)cc23)c1,-3.7%,-1.9%,1.4%,?,nt,-1.4%,67.8,?,20.6µM*
CSCCC(NC(=O)C1CCC(C)CC1)C(=O)NCc1ccco1 (centres undefined),4.1%,15.8%,3.9%,-1.8%,-2.3%,-7.3%,-25.5,1.0%,0.9%
O=C(CN1C(=O)C2CCCCC2C1=O)Nc1nc(-c2ccc(F)cc2)cs1 (centres undefined),-14.1%,6.0%,4.3%,4.6%,-3.4%,-15.5%,-2.6,-1.0%,-0.1%
COc1cc(C(=O)OCC(=O)c2cc(C)n(C)c2C)cc(OC)c1OC,5.17µM*,?,?,?,-14.6%,0.2%,33.2,?,?
CC(OC(=O)c1ccncc1)C(=O)NC1CCCC1 (centres undefined),-2.5%,-2.7%,8.7%,3.2%,-6.7%[11.3 µM],2.9%,17.3,0.6%,0.4%
CCc1nc2ccc(C(=O)N(C)Cc3ccccc3)cn2c1N(C)CCCc1ccccc1,?,?,?,nt,-36.7%,7.7%[57.1 µM],-26.1,-10.0%,nt
CCOC(=O)/C=C1/SCC(=O)N1CC(=O)NC12CC3CC(CC(C3)C1)C2,-0.3%,-5.3%,-5.7%,-7.0%,-9.8%,4.4%,18.1,-3.9%,?
NC(=O)C1(N2CCCCC2)CCN(CC(=O)Nc2ccccc2-c2ccccc2)CC1,?,5.5%,13.5%,1.6%,-10.2%,0.6%,-1.9,14.6%,-0.7%
Clc1ccc(-c2nc(-c3ccncc3)no2)c(Cl)c1,?,24.1%,12.0%,-18.9%,nt,-1.9%,-19.5,0.6%,0.4%

# Given bar-delimited: entries from further up.
SMILES | KB-V1 cytotox | HT1080NT lethal | HT1080 IDH1KD tx | SW480 rereplic | ATXN2 expr inh | WRN inhibitor | IL-1B inflam inh | KB-3-1 cytotox | MCF10A rereplic
O=C(NC1CC1)C1CCN(C2CCN(C(=O)Cc3ccc4c(c3)OCO4)CC2)CC1 | ? | 23.5% | 17.4% | -11.0% | -2.8% | 8.9% | 13.3 | 9.4% | 4.4%
CC(OC(=O)c1ccncc1)C(=O)NC1CCCC1 (centres undefined) | -2.5% | -2.7% | 8.7% | 3.2% | -6.7%[11.3 µM] | 2.9% | 17.3 | 0.6% | 0.4%

# The results go on:
SMILES,KB-V1 cytotox,HT1080NT lethal,HT1080 IDH1KD tx,SW480 rereplic,ATXN2 expr inh,WRN inhibitor,IL-1B inflam inh,KB-3-1 cytotox,MCF10A rereplic
CCCOc1ccc(Cn2cnc3ccccc32)cc1,?,-6.0%,-13.3%,8.7%,-13.9%,-4.1%,-12.8,-29.0%,7.4%
CCC1CCC2(CC1)NC(=O)N(CC(=O)Nc1cccc(S(=O)(=O)N(C)c3ccccc3)c1)C2=O (centres undefined),8.5%,?,?,-8.0%,nt,-4.8%,-2.1,?,19.6%
CNc1ncc(C(=O)c2ccc(Cl)c(Cl)c2)s1,-3.2%,-1.8%,-8.9%,-1.8%,32.2%,-8.9%,75.2,9.4%,?
Cc1nn(-c2ccc(F)cc2)c(C)c1NS(=O)(=O)c1ccc2ccccc2c1,?,?,?,4.9%,?,-20.7%,?,9.3%,?
Cc1cc(/C=N/NC(=O)C(O)(c2ccccc2)c2ccccc2)c(C)n1-c1cccc(C(=O)O)c1,-2.0%,9.2%,5.2%,-11.0%,nt,?,0.0,0.0%,-2.7%
COc1ccc2ccn(C)c2c1,4.8%,-3.0%,6.8%,-0.9%,6.4%,-28.2%,1.4,-3.9%,0.4%
CCCCC1Cc2[nH]c(=S)[nH]c(=O)c2C(c2ccc3ccccc3c2)O1 (centres undefined),-13.3%,?,?,nt,-13.5%,-4.3%,19.7,10.0%,nt
COc1ccc(-n2ncc3c2CC(C)(C)CC3NC(=O)c2ccc(OC)o2)cc1 (centres undefined),-16.9%,7.8%,4.1%,-48.0%,7.2%,-4.1%[57.1 µM],0.0,5.7%,0.8%
O=C1c2cccnc2Oc2ccc(Cl)cc2N1Cc1ccc(F)cc1,?,-2.8%,0.8%,-1.5%,-22.5%,-6.3%,-4.7,0.6%,8.5%
CN1CCCN(C(=O)C2CCC(C(=O)N3CCCN(C)CC3)CC2)CC1 (centres undefined),3.4%,3.8%,-9.3%,0.5%,1.7%,-3.4%,17.8,-13.4%,-0.2%
COCCN(CCOC)c1ncnc2c1cnn2-c1ccccc1,2.2%,6.1%,0.8%,0.6%,22.4%,7.6%,-5.4,4.0%,2.9%
C[C@H]1CN([C@@H](C)CO)C(=O)CCCn2cc(nn2)CO[C@@H]1CN(C)C(=O)OCc1ccccc1,-14.5%,15.9%,22.4%,nt,-0.6%,-4.0%,-11.4,0.0%,nt
COc1cc(C)ccc1OCc1cc(C(=O)NCc2ccncc2)no1,nt,-4.3%,-11.8%,19.2%,4.6%,-30.5%,-9.4,nt,-1.3%
Cc1cccc(N2CC(C)Cn3c2nc2c3c(=O)n(CC(=O)OCc3ccccc3)c(=O)n2C)c1 (centres undefined),0.0%,-5.1%,-0.6%,-3.4%[9.22 µM],-7.8%,-4.8%,-28.3,-5.8%,?
CCOC(=O)c1cc(-c2ccco2)nc2c1c(C)nn2-c1cccc(Cl)c1,13.8%,1.2%,19.1%,5.0%,-5.1%,-9.7%,9.3,1.7%,-178.4%[0.0737 µM]
CCN(CC)C(=O)C1=C(C)N(Cc2ccc(OC)cc2)C(=O)C(CC(=O)NCCc2ccccn2)C1 (centres undefined),17.1%,-5.5%,-5.3%,nt,13.0%,-2.4%,-14.1,11.5%,nt
Cc1ccccc1-c1nc(S(=O)(=O)c2ccc(Cl)cc2)c(NCCN2CCOCC2)o1,-29.3%,-2.6%,?,?,-12.6%,-13.6%,-51.5*,1.1%,20.6µM*
COc1ccc(Cl)cc1NS(=O)(=O)c1cccc(C(=O)NCC2CCCO2)c1 (centres undefined),?,0.0%,5.2%,-19.0%,6.8%,-11.1%,i,-10.5%,4.5%
Cc1cccc(N=c2oc3cc(O)ccc3cc2C(N)=O)c1,?,?,?,?,6.1%,-9.8%,-19.4,-6.9%,?
CC(C(=O)NCCS(=O)(=O)c1ccc(Br)cc1)S(=O)(=O)c1ccc(Cl)cc1 (centres undefined),-10.7%,-3.3%,-5.5%,7.3%,2.0%,-7.1%,-50.5*,-3.2%,8.6%
Cc1nn(C)cc1/C=N/NC(=O)Cn1nnc(N)n1,6.5%,2.3%,5.8%,-9.4%,-5.2%,2.5%,6.2,5.2%,-2.9%
CC1CN(C(=O)COC(=O)CSc2ccc(C(N)=O)cc2[N+](=O)[O-])CC(C)O1 (centres undefined),18.2%,0.8%,17.1%,-1.3%,3.5%,-5.9%,16.9,18.2%,-2.0%
CCOC(=O)CNC(=O)Cn1cnc2sc(C)c(S(=O)(=O)N3CCOCC3)c2c1=O,6.8%,0.1%,2.3%,-6.1%,0.2%,6.8%,12.2,6.0%,-4.1%
CCc1ccc(S(=O)(=O)Nc2cc(SCC(=O)O)c(O)c3ccccc23)cc1,?,?,?,?,nt,44.7µM*,80.0,?,?
O=C(Nc1ccc(Oc2ccccc2)cc1)N[C@@H](Cc1ccccc1)C(=O)O,-0.8%,-4.9%,-10.5%,21.0%,2.9%,-6.2%,12.6,-2.6%,-0.6%
CC(Nc1ccccc1)C(=O)Nc1ccc(F)cc1 (centres undefined),-24.6%,0.2%,1.2%,-0.9%,16.8%,4.2%,-7.4,2.2%,9.3%
Cc1nc(-c2ccccc2)ccc1C(=O)O,0.0%,1.7%,7.0%,4.9%[1.84 µM],7.5%,0.6%[57.1 µM],5.8,4.5%,?
O=CNc1ccc(S(=O)(=O)NCc2ccccc2)cc1,0.5%,-5.7%,-5.4%,0.1%,9.0%,-8.0%,15.7,-12.1%,4.2%

# Screening data as filed in PubChem.
